S1P3 antagonist: antagonists of human S1P3 receptor | CHO S1P3 NFAT-BLA reporter, FRET fluorescence, antagonist mode | inhibition, % at 4.98 µM | 0.27% of 170,000 active | AID 485;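 active = inhibition above the plate cutoff, the mean inhibition of test wells on that plate plus 3 SD, cut at about 28% in these data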;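 note: cells challenged with S1P at its EC80 of 0.8 µM; blue over green emission ratio from cleaved BLA substrate after 4 h stimulation; 0% = S1P-stimulated wells and 100% = unstimulated DMSO-only wells; some compounds past the cut are filed as inactive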
TLR4 MyD88 comp: inhibitors of human TLR4-MyD88 binding | O00206+Q99836 | HeLa CL3-4 TLR4/MyD88 BLA complementation, FRET ratio | inhibition, % at 8.4 µM | 0.18% of 200,000 active | AID 861; in the data active = inhibition above about 25%;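 note: 0% = vehicle and 100% = reference inhibitor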
ROMK primary: human ROMK K+ channel modulation, primary screen. AID 1918. B-score at 10 µM. 2% of 130,000 active. Tet-inducible ROMK, thallium flux fluorescence; actives lie on both sides. P48048;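 active = signal ratio slope over the read window, or its plate-corrected B-score, at least 3 SD from the plate mean, either direction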;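 note: B-score of the F/F0 ratio slope over 7 to 12 s after thallium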
Target sequence (P48048 whole entry, looked up): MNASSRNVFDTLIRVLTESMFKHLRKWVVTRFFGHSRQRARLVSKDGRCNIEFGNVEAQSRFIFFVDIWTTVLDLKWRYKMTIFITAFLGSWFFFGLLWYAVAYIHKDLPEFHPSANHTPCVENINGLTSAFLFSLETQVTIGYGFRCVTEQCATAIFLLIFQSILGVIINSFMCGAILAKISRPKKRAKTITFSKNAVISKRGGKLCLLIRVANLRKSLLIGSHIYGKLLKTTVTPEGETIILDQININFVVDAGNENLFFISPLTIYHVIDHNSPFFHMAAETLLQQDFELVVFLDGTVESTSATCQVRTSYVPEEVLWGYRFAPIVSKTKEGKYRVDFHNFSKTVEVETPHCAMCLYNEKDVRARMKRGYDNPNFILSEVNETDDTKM
PPARg SRC-2 ag: agonists of SRC-2 recruitment by human PPARgamma. AID 1032. 0.34% of 200,000 active. P37231. activation, % at 8 µM. PPARgamma LBD-SRC-2 recruitment, biochemical; in the data active = activation above about 22%;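 note: 0% = vehicle and 100% = reference agonist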
Target sequence (P37231 whole entry, looked up, the tested form may be a part): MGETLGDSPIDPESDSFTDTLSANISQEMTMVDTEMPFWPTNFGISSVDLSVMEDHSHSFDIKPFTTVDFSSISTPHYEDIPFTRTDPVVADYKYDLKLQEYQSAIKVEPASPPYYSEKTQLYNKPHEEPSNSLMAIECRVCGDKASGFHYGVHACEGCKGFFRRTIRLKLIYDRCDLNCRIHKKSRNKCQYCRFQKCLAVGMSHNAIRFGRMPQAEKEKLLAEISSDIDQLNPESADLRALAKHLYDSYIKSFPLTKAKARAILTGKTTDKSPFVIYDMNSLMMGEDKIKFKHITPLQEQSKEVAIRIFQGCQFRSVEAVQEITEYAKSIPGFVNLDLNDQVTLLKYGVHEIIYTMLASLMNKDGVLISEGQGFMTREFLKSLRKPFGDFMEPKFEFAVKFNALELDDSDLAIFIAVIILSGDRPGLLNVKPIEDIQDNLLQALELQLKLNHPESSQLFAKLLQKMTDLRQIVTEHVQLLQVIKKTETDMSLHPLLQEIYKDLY
Lmaj promast: reduces viability of Leishmania major promastigotes; resazurin fluorescence viability; inhibition, % at 10 µM; AID 1063; 9% of 200,000 active; in the data active = inhibition above about 50%;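 note: promastigotes grown with compound for 44 hours at 28 °C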
Redox H2O2 prof: compounds producing H2O2 with reducing agent – biochemical, NIH compound library profiling, artefact control for MLSCN library redox annotation, primary screen; DTT-dependent redox cycling H2O2, phenol red/HRP absorbance; 100% = 100 µM peroxide control, 0% = buffer; activation, % at 10 µM; 0.03% of 200,000 active; AID 878;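 active = activation of at least 50% relative to the plate's high and low controls in the primary single-dose screen; inactive = activation below 50%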;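 note: compound incubated with DTT at 0.8 mM final as the reducing agent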
PPARg SRC1 recr: promotes SRC-1 coactivator recruitment by human PPARgamma; P37231; PPARgamma-SRC-1 coactivator recruitment biochemical assay; activation, % at 8 µM; 0.41% of 200,000 active; AID 631; in the data active = activation above about 19%;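 note: 0% = DMSO and 100% = reference agonist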
SRC2 TRFRET art: counter-screen for PPARgamma SRC-2 recruitment agonists: TR-FRET artefact. stronger effect = higher value. TR-FRET ratio at 8 µM. 0.4% of 200,000 active. AID 1049; in the data active = TR-FRET ratio above about 2000; note: inactives centre near 1500; reference of the scale not given here
PPARg SRC-3 ag: promotes SRC-3 coactivator recruitment by human PPARgamma; biochemical PPARgamma/SRC-3 coactivator recruitment assay; activation, % at 8 µM; 0.26% of 200,000 active; in the data active = activation above about 23%;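 note: 0% = DMSO and 100% = reference agonist; some compounds past the cut are filed as inactive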
bIAP act: increases bovine intestinal alkaline phosphatase activity. AID 1016. activation factor at 20 µM. purified bovine IAP, CDP-star luminescence, 30 min; stronger effect = higher value; fold of DMSO-control signal, blank-subtracted. 0.17% of 200,000 active;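 active = activation factor of 2 or more at 20 µM, a signal rise over negative controls twice the positive control's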
bIAP inhibitor: blocks bovine intestinal alkaline phosphatase activity; purified bovine IAP, CDP-star luminescence, 30 min; inhibition, % at 20 µM; 190,000 tested, under 10 active; AID 1019;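 active = over 50% inhibition of intestinal alkaline phosphatase at 20 µM in the single-dose screen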
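Incubation: 30 min reaction at room temperature / Material: purified bovine intestinal alkaline phosphatase (IAP) enzyme / Input: enzyme at 1/65,000,000 dilution / Dosing: 20 µM single dose / Signal: CDP-star luminescence signal / Reagent: CDP-star chemiluminescent phosphatase substrate, 30 µM final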
* hit, by the source's call; . = no result given.

SMILES	S1P3 antagonist	TLR4 MyD88 comp	ROMK primary	PPARg SRC-2 ag	Lmaj promast	Redox H2O2 prof	PPARg SRC1 recr	SRC2 TRFRET art	PPARg SRC-3 ag	bIAP act	bIAP inhibitor
COc1cccc(NC(=O)Cn2c(=O)oc3ccccc32)c1	1.1	-4.1	.	-0.7	-3.8	0.8	2.5	1429	-13.6	0.8	24.1
O=C(NCCCN1CCN(CCCNC(=O)c2cccc(Cl)c2)CC1)c1cccc(Cl)c1	-10.3	4.3	-1.44	-6.1	36.0	-0.1	-2.1	1543	-1.5	1	2.4
COC(=O)c1cc(NC(=O)c2cc(C)oc2C)cc(C(=O)OC)c1	.	-3.3	0.302	-8.4	4.5	0.1	-7.2	1339	2.0	0.9	6.4
COc1cc(OC)cc(C(=O)NNC(=S)NC2CC2)c1	-13.0	-8.2	-0.409	6.0	0.9	-0.1	7.6	1727	2.7	1.3	-31.7
COc1ccc(CC(NC(C)=O)C(=O)NC2CCN(c3nc(C)cc(C)c3C#N)CC2)c(OC)c1 (stereo not drawn)	7.8	0.5	-1.32	6.4	-3.0	-2.4	5.0	1536	4.3	1.1	-13.2
C=CCNC(=O)c1cc2c(=O)n3cc(C)ccc3nc2nc1NCC1CCCO1 (stereo not drawn)	-9.5	7.4	.	4.2	11.0	0.4	0.5	1447	-8.6	0.8	16.7
COc1ccccc1NC(=O)COc1ccccc1C(=O)Nc1ccccc1	-3.0	9.5	0.299	-0.6	15.4	-0.5	1.8	1460	0.8	0.9	7.6
O=C(O)COc1ccccc1/C=N/NC(=O)Cc1csc(Nc2cccc(C(F)(F)F)c2)n1	-30.1	-13.2	0.514	4.8	-2.7	-2.5	4.1	1777	2.1	1	-4.0
COc1ccccc1CNC(=O)C(CCSC)NS(=O)(=O)c1ccc2c(c1)oc(=O)n2C (stereo not drawn)	9.0	6.7	0.00345	-11.4	-0.9	0.1	3.4	1572	3.6	1	1.0
Cc1cc(C)nc(SCC(=O)c2ccc3c(c2)OCCO3)n1	.	0.5	.	5.7	-2.9	0.5	1.7	1650	9.0	0.8	21.4
CC(C)c1ccccc1OCC(=O)NCC(c1cccs1)N1CCOCC1 (stereo not drawn)	.	-6.2	.	-9.0	13.4	3.1	0.6	1323	-5.3	1	-1.5
O=C1c2ccccc2C(=O)N1CCCCN(C(=O)c1cc([N+](=O)[O-])ccc1Cl)c1ccc(Cl)cc1	12.4	-17.9	0.882	0.4	57.9*	-0.6	-1.6	1695	0.0	1	1.7
O=C(O)CCSc1nnc(-c2ccc3c(c2)OCO3)o1	-9.6	-3.9	.	4.7	-5.0	3.8	7.6	1579	0.5	0.9	11.9
CC(=O)OC(C(=O)N1CCN(c2ccccc2F)CC1)c1ccccc1 (stereo not drawn)	.	-12.1	.	7.8	-2.5	0.5	9.2	1603	6.6	1	-1.4
O=c1nc(-c2ccccc2)cn[nH]1	.	-8.6	0.312	6.8	-2.6	-0.5	-3.6	1537	0.1	0.9	10.0
OCCC1CN(C2CSCCSC2)CCN1Cc1ccccc1 (stereo not drawn)	21.5	-4.8	.	-2.7	-1.0	-1.2	-0.5	1436	-0.5	1	1.5
Oc1ccc2oc3c(c2c1)CCCC3	.	-7.2	.	4.5	-3.9	1.4	0.4	1478	-13.0	1	1.4
O=C(c1ccc(Cl)cc1)C1C2C(=O)N(c3ccccc3)C(=O)C2C2CCCN21 (stereo not drawn)	-6.6	6.1	.	4.6	-2.9	2.1	4.1	1446	0.6	1.1	-8.4
NC(=O)CSc1nnc2ccc(-c3ccco3)nn12	3.1	12.6	0.668	10.5	-4.0	-0.8	10.0	1846	8.7	1	2.1
CC1(C)CC(=O)C=C(NNC(=O)C2CCCCC2)C1	.	5.4	0.509	5.7	-1.7	-0.2	1.6	1503	12.0	1.1	-6.3
CS(=O)(=O)c1cccc(NC(=O)C2CC2)c1	-16.9	-0.6	.	9.2	0.3	0.3	-3.5	1433	-0.3	1.1	-5.6
O=C(Nc1nnc(Cc2ccccc2)s1)c1cnccn1	-15.7	13.9	-0.31	10.5	1.1	-0.4	2.0	1460	9.4	1.1	-8.4
CCN=C1SC(CC(=O)Nc2ccccc2)C(=O)N1CC (stereo not drawn)	-32.9	9.2	.	1.8	-3.4	2.3	-1.0	1540	5.5	1	3.9
N#C/C(=C\c1cccs1)C(=O)NCc1ccccc1	-10.7	-9.5	-1.6	11.9	-1.7	0.8	10.8	1588	4.1	0.8	17.0
COC(=O)C1CSC(C(=O)OC)N1C(=O)Nc1c(C)cccc1C (stereo not drawn)	.	11.4	.	-3.0	-5.3	2.2	-1.1	1468	-8.5	1.2	-15.8
Cc1cc(N)n2nc(C(F)(F)F)nc2n1	7.2	-20.8	0.439	6.2	-11.9	-0.2	4.0	1518	2.5	1.1	-7.8
CC(C)N(C(=O)C(=O)c1cccn1-c1ccccc1C#N)C(C)C	.	-2.1	0.132	10.2	-1.8	0.2	-0.3	1694	6.5	1	1.1
O=C(COC(=O)CNC(=O)c1ccco1)Nc1ccc(Cl)cn1	.	-7.8	-0.00136	12.9	-3.3	0.2	0.5	1559	0.7	1	-0.1
O=C1CCCc2ccccc2N1Cc1ccccc1	-9.6	-3.7	0.193	2.8	6.9	0.1	-10.2	1284	-1.9	1.1	-5.5
COc1cc2c3nnc(-c4ccccc4)c-3cn(Cc3ccc(F)cc3)c2cc1OC	11.1	21.1	-2.83	2.1	34.5	-0.8	4.6	1708	3.0	1	-2.9
Cc1ccc(S(=O)(=O)NCCCNc2ccc([N+](=O)[O-])cc2)cc1	14.3	4.9	-2.08	-0.5	21.4	0.1	17.2	1525	5.3	0.7	25.7
O=C(NCc1cccs1)c1cccnc1Cl	-4.6	-13.5	.	8.0	-5.3	0.0	0.2	1564	1.8	1	2.7
CN(C)CCCNC(=O)c1cc2c3ccccc3n(C)c2s1	.	6.2	.	-6.2	90.7*	2.1	-1.3	1635	5.9	1.2	-19.2
COc1ccc(Cc2nnc(SCc3ccc([N+](=O)[O-])cc3)o2)cc1	-14.2	-67.5	.	10.3	-5.5	-0.6	6.4	1545	1.9	1	-3.6
C/C(CC(=O)NC(C)(C)C)=N\NC(=O)c1ccccc1N	-3.5	-18.9	0.242	5.7	-1.7	-0.2	4.2	1664	-0.4	1	3.6
CCc1nnc(NC(=O)c2cc(S(=O)(=O)N3CCN(c4ccccc4)CC3)ccc2Cl)s1	.	1.9	.	-2.8	-13.2	2.2	-2.7	1678	10.2	1	0.8
O=C(O)C1C2C=CC3(CN(C4CCCC4)C(=O)C13)O2 (stereo not drawn)	15.6	-14.3	.	12.4	-8.2	-0.1	1.0	1741	7.2	0.9	6.8
COCCCNC(=O)CCc1nc(-c2ccccc2)no1	3.9	-6.3	.	0.8	-5.8	-0.1	7.8	1621	10.5	0.9	9.2
CN1CCN(Cc2nc(Cc3cccc(F)c3)no2)CC1c1ccccc1 (stereo not drawn)	-9.8	-17.5	-0.324	0.2	-3.8	0.0	-5.9	1387	4.9	1	2.8
N#Cc1c(N)nc(SCc2ccccc2)c(C#N)c1-c1ccco1	0.8	0.0	.	12.2	20.0	-0.9	4.6	1561	10.9	0.9	8.4

Individual results from above:
`O=C1CCCc2ccccc2N1Cc1ccccc1` in PPARg SRC1 recr → -10.2
`O=C(COC(=O)CNC(=O)c1ccco1)Nc1ccc(Cl)cn1` in PPARg SRC1 recr → 0.5
`N#C/C(=C\c1cccs1)C(=O)NCc1ccccc1` in ROMK primary → -1.6

(further entries)
SMILES	S1P3 antagonist	TLR4 MyD88 comp	ROMK primary	PPARg SRC-2 ag	Lmaj promast	Redox H2O2 prof	PPARg SRC1 recr	SRC2 TRFRET art	PPARg SRC-3 ag	bIAP act	bIAP inhibitor
Cc1sc2ncnc(Sc3ccccc3C(=O)Nc3ccc(Br)cc3)c2c1C	5.3	7.1	.	7.3	11.0	0.8	-4.1	1812	2.1	0.7	33.3
NC(=O)c1ccccc1NC(=O)Nc1cccc(Cl)c1	.	1.7	.	-6.3	0.2	2.0	6.1	1488	0.2	0.9	11.9
O=C(COc1ccccc1)Nn1cnc2ccccc21	-41.6	9.0	-0.38	2.0	-1.2	0.4	1.3	1657	1.6	1	-1.6
Cc1cc(C)c(NC(=O)C(C)Sc2nnc(-c3ccco3)n2-c2ccccc2)c(C)c1 (stereo not drawn)	.	9.6	-0.932	6.4	8.3	-7.2	2.4	1628	5.3	1	-1.7
O=C(O)CCC(=O)Nc1ccc(C(=O)N2CCCCC2)cc1	.	-1.6	.	-3.2	-7.9	2.8	-7.3	1507	-8.0	0.9	5.9
CCC1Oc2ccccc2N(CC(=O)NCCCN2CCCCC2C)C1=O (stereo not drawn)	6.5	-3.5	0.568	-2.8	7.1	0.1	-0.5	1529	-4.6	1.1	-7.3
Cn1c(=O)c2c(nc(CN3CCN(Cc4ccccc4)CC3)n2CCN2CCOCC2)n(C)c1=O	-24.8	-6.8	.	7.7	3.6	-1.8	-0.3	1683	-2.8	1.2	-18.9
CC(C)OCCCn1c(-c2ccc(Br)cc2)c[nH]c1=S	-9.2	0.8	0.216	9.7	-5.2	-1.3	6.8	1671	5.2	0.8	24.1
Cc1ccc(S(=O)(=O)Oc2cccc(/C=N/n3cnnc3)c2)cc1	2.6	3.7	-1.32	-14.6	66.8*	-0.6	-1.6	1487	-0.5	0.9	6.1
Cc1cc(NC(=O)CSc2cn(CCNC(=O)c3ccc(F)cc3)c3ccccc23)no1	5.7	5.0	-0.155	6.2	10.2	-4.0	0.2	1491	6.5	0.9	6.8
CNC(=O)COC(=O)/C=C/c1ccco1	-1.9	3.4	0.265	-0.4	-4.5	-0.6	5.4	1645	2.1	1	3.6
CNC(=O)COc1ncnc2sc(C)c(C)c12	.	10.5	.	7.6	-8.2	0.9	4.2	1680	5.2	1	2.2
O=C(Nc1ccccc1C(=O)NCCc1ccccc1)c1ccco1	.	9.9	.	-0.9	7.3	0.1	-0.4	1493	8.1	0.8	16.8
Fc1ccc(C2CC(c3ccco3)=NN2c2ccccc2)cc1 (stereo not drawn)	.	-6.1	0.785	7.7	17.2	-5.4	8.5	1543	4.0	0.9	6.4
OC(C#Cc1ccccn1)c1cccs1 (stereo not drawn)	-11.1	0.3	0.0761	6.8	2.0	0.1	7.1	1808	1.6	1.1	-5.2
O=S(=O)(c1ccc(OCC(O)CNC23CC4CC(CC(C4)C2)C3)c(Cl)c1)N1CCOCC1 (stereo not drawn)	-3.9	-6.4	-0.587	6.8	94.2*	-2.5	1.2	1672	5.0	1	-3.8
O=C(O)CCCC(=O)Nc1nc(-c2ccccc2)cs1	-7.6	-2.9	.	0.5	-7.9	1.7	4.4	1498	2.9	1.1	-7.8
CCCCCCCCCC(=O)N/N=C/c1ccc(C)s1	.	-6.5	0.165	8.6	-5.5	0.6	-0.4	1558	2.9	0.3	.
